Screening data as filed in PubChem.
BoNT A protease = BoNT A light chain protease inhibition; multiplex microsphere protease substrate cleavage, flow cytometry; AID 588499; actives 0.17% (n = 360,000); inhibition, % at 10 µM; also: plate controls were buffer without enzyme for full effect and enzyme alone for no effect
BioA inh = BioA (M. tuberculosis) enzyme inhibition | purified M. tuberculosis BioA enzyme, plate reader | inhibition, % at 9.99 µM | actives 0.096% (n = 360,000) | AID 602481; in the data active = inhibition above about 40%; inconclusive = no clear call, values can overlap the other calls
BoNT-F LC inh = BoNT F light chain protease inhibition | inhibition, % at 10 µM | Multiplex microsphere protease cleavage assay, flow cytometry | actives 0.22% (n = 360,000); in the data active = inhibition above about 35%, passing the limit was not always enough; inconclusive = no clear call, values can overlap the other calls; also: plate controls were buffer without enzyme for full effect and enzyme alone for no effect
Mtb FBA inh = inhibits M. tuberculosis FBA enzyme. actives 2.3% (n = 360,000). inhibition, % at 1 µM. AID 588726. purified M. tuberculosis FBA, fluorescence read-out. P9WQA3; in the data active = inhibition above about 27%;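 also: 0% = vehicle and 100% = reference inhibitor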
Target sequence (P9WQA3 whole entry, looked up): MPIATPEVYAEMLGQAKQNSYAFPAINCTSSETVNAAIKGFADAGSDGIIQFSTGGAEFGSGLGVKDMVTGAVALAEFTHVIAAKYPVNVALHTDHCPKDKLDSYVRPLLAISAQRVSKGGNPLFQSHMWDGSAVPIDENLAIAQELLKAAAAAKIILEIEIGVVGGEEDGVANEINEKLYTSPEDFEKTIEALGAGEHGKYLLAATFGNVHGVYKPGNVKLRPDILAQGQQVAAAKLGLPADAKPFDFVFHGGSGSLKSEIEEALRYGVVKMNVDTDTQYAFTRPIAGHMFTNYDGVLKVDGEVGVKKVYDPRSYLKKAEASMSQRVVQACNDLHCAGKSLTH
Anthrax LF inh2 = anthrax lethal factor protease inhibition; inhibition, % at 10 µM; multiplex microsphere protease cleavage assay, LF; AID 588501; actives 0.12% (n = 360,000); also: plate controls were buffer without enzyme for full effect and enzyme alone for no effect
FadD28 FP inh = inhibitors of Mycobacterium tuberculosis FadD28 bisubstrate binding; FadD28 bisubstrate probe binding, fluorescence polarization; inhibition, % at 12.5 µM; actives 0.22% (n = 360,000); in the data active = inhibition above about 8.5%, passing the limit was not always enough; inconclusive = no clear call, values can overlap the other calls
GDH-TPI counter = counter-screen for M. tuberculosis FBA inhibitors: GDH-TPI coupled enzymes; actives 1.2% (n = 360,000); AID 588335; GDH-TPI coupled enzyme counterscreen, NADH absorbance; inhibition, % at 4.8 µM; in the data active = inhibition above about 30%;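 also: 0% = DMSO wells and 100% = wells lacking the enzyme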
UGM FP inh = inhibitors of M. tuberculosis UDP-galactopyranose mutase | inhibition, % at 10 µM | P9WIQ1 | purified UGM, fluorescence polarization probe displacement | actives 0.06% (n = 320,000); in the data active = inhibition above about 10%, passing the limit was not always enough; inconclusive = no clear call, values can overlap the other calls
Target sequence (P9WIQ1 whole entry, looked up): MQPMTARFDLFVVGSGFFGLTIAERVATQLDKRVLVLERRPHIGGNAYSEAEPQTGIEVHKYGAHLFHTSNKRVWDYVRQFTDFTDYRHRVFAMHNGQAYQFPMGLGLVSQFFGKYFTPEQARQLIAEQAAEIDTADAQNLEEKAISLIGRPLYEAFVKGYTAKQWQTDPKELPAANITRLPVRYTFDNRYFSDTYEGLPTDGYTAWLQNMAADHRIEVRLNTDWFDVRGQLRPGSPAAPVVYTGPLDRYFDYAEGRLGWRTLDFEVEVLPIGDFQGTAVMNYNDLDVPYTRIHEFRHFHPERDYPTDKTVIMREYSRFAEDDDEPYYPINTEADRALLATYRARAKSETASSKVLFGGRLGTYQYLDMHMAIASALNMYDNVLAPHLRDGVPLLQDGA
PfHsp40 rescue = restores yeast growth despite PfHsp40 toxicity; S. cerevisiae expressing PfHsp40, growth rescue, ATP luminescence; growth rescue, % at 12.5 µM; actives 0.68% (n = 340,000); in the data active = growth rescue above about 28%, passing the limit was not always enough; inconclusive = no clear call, values can overlap the other calls;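 also: yeast W303a lacking pdr1 and pdr3 grown in galactose medium; growth measured after three days at 30 °C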
Starred values were filed as active, the others as inactive; ? = inconclusive; . = no result given; + = active, no number. Rule as the data show it, unless noted: active = inhibition above about 30%; inconclusive = no clear call, values can overlap the other calls; inactive = below that.

nr | structure | BoNT A protease | BioA inh | BoNT-F LC inh | Mtb FBA inh | Anthrax LF inh2 | FadD28 FP inh | GDH-TPI counter | UGM FP inh | PfHsp40 rescue
1 | COC(=O)CC(c1ccc(C#N)cc1)n1c(C)ccc1C (configuration not stated) | -0.3 | -0.1 | -1 | 4 | -1 | -2.6 | -7 | 1.4 | -1.2
2 | C#Cc1ccc(C(=O)Nc2cc(C(N)=O)ccc2N2CCOCC2)cc1 | 1.2 | -3.0 | 2 | 1 | 0 | 0.0 | 32* | 4.3 | 0.0
3 | COc1cc(NC(=S)NCCc2ccccc2)c(OC)cc1NC(=O)CC(C)C | -1.5 | . | -8 | 0 | -4 | -0.2 | 3 | 0.3 | 0.2
4 | Cc1ccc(-c2nn(-c3ccccc3)cc2CO)cc1 | 0.2 | 1.1 | 5 | 0 | -10 | -4.5 | -10 | -1.2 | 2.8
5 | CCCCn1c(N)c(N(CC(C)C)C(=O)CN2C(=O)NC3(CCC(C(C)(C)CC)CC3)C2=O)c(=O)[nH]c1=O (configuration not stated) | -3.2 | -2.5 | 4 | 0 | -1 | -0.8 | 2 | . | 0.5
6 | CC(CCc1ccccc1)NC(=O)Cc1ccc(Br)cc1 (configuration not stated) | 0.9 | 0.2 | 9 | -1 | -13 | -1.4 | 5 | -1.0 | 2.8
7 | CC1(C)CC(=O)C=C(Nc2ccccc2)C1 | 0.0 | . | 0 | 1 | 1 | -0.6 | 5 | 1.4 | 0.1
8 | O=C(Nc1ccc2c(c1)[C@H]1C[C@@H](CC(=O)N3CCOCC3)O[C@@H](CO)[C@H]1O2)C1CCOCC1 | -0.1 | -0.8 | -1 | 0 | -4 | 0.4 | 2 | . | .
9 | Nc1nc2cc(S(=O)(=O)N3CCOCC3)ccc2o1 | 0.8 | 1.4 | -3 | -1 | 1 | -2.4 | 6 | 1.5 | -0.2
10 | CC(C)Cc1nnc(NC(=O)C2CC(=O)N(Cc3ccccc3)C2)s1 (configuration not stated) | -2.6 | 0.1 | -12 | 5 | -2 | -2.2 | 7 | -0.4 | 1.6
11 | COc1ccc(OC)c2c(C)cc(C)nc12 | -1.3 | . | -3 | 3 | -1 | -0.9 | 0 | 5.7 | -0.3
12 | COc1ccc2nc(SCC(C)=O)c(C#N)cc2c1 | 12 | -1.5 | 7 | 3 | 5 | 0.3 | 11 | -2.3 | 3.1
13 | Cc1ccc(S(=O)(=O)N2CCN(C3CCN(Cc4ccccc4)CC3)CC2)cc1 | 1.6 | 1.7 | -3 | 1 | -2 | -1.8 | 5 | . | 0.8
14 | CCCCNC(=O)c1cn(CC)c2cc(N3CCN(C)CC3)c(F)cc2c1=O | -0.7 | 2.1 | 0 | 22 | -3 | 1.0 | 9 | -4.0 | .
15 | COc1ccc(C(=O)N(c2ccc(OC)cc2)S(=O)(=O)c2cccs2)cc1 | -0.3 | . | 2 | 2 | -2 | -1.8 | 4 | -1.5 | -1.9
16 | COc1cc(-c2ccccc2)nc2ccccc12 | -2.2 | 1.2 | ? | 1 | -9 | -4.7 | -3 | 4.2 | -0.5
17 | C=CCOc1ccc(/C=N/n2cncn2)cc1OC | -0.6 | 2.6 | 5 | 2 | 4 | 1.8 | 19 | 0.0 | -0.4
18 | CCOC(=O)c1ccc(N2CC(O)=C(c3nc4ccccc4c(=O)[nH]3)C2=N)cc1 | 0.4 | -0.3 | -1 | 18 | 1 | -1.1 | 26 | -4.9 | -0.6
19 | N#CCCN(C(=O)COC(=O)c1cccc(S(=O)(=O)N2CCCCCC2)c1)c1ccc(F)cc1 | -0.1 | 0.5 | -7 | -2 | -2 | -5.9 | 10 | . | 0.4
20 | CCC(=O)Nc1ccc(-c2nnc(-c3ccccc3)o2)cc1 | -0.9 | -0.9 | 6 | + | 1 | 1.3 | 1 | -1.2 | -0.6
21 | N#Cc1c(NC(=O)c2cnccn2)sc2c1CCCC2 | 0.5 | . | -4 | -1 | -1 | 1.1 | 8 | -1.3 | 3.4
22 | CC(C)OCCCNC(=O)c1ccc(NS(C)(=O)=O)cc1 | ? | -0.6 | 0 | 3 | -9 | -1.7 | 4 | -0.3 | 0.5
23 | Cc1ccn2cc(C(=O)Nc3ccc4c(c3)OCCO4)nc2c1 | -0.8 | -0.5 | 3 | -7 | -4 | 0.7 | -4 | -2.9 | 3.1
24 | COC(=O)C1=C(N)Oc2cc(C)[nH]c(=O)c2C1c1ccc(Cl)cc1 (configuration not stated) | -0.9 | . | -8 | -1 | 11 | -4.4 | -17 | -1.0 | -1.0
25 | CC(=O)Nc1ccc(Nc2ncnc3c2cnn3-c2cccc(C)c2)cc1 | 6.8 | -0.7 | 11 | 1 | -18 | -0.4 | 1 | 3.0 | 0.4

Next section (3 carried over from the part before).
nr | structure | BoNT A protease | BioA inh | BoNT-F LC inh | Mtb FBA inh | Anthrax LF inh2 | FadD28 FP inh | GDH-TPI counter | UGM FP inh | PfHsp40 rescue
23 | Cc1ccn2cc(C(=O)Nc3ccc4c(c3)OCCO4)nc2c1 | -0.8 | -0.5 | 3 | -7 | -4 | 0.7 | -4 | -2.9 | 3.1
24 | COC(=O)C1=C(N)Oc2cc(C)[nH]c(=O)c2C1c1ccc(Cl)cc1 (configuration not stated) | -0.9 | . | -8 | -1 | 11 | -4.4 | -17 | -1.0 | -1.0
25 | CC(=O)Nc1ccc(Nc2ncnc3c2cnn3-c2cccc(C)c2)cc1 | 6.8 | -0.7 | 11 | 1 | -18 | -0.4 | 1 | 3.0 | 0.4
26 | COCCN(C(=O)COC(=O)CCc1ccc(OC)cc1)c1c(N)n(Cc2ccccc2)c(=O)[nH]c1=O | -0.4 | . | 4 | 1 | -2 | 1.9 | 1 | 2.1 | -0.5
27 | O=C1CN(C(=O)CN2CCCC2)C(c2ccccc2)c2cc(Br)ccc2N1 (configuration not stated) | -0.1 | 3.1 | 0 | 1 | 0 | -3.6 | -5 | 0.4 | 0.2
28 | Cc1ccc(C2=NOC(=O)/C2=C\c2ccc(C)o2)cc1 | -0.3 | 0.7 | 2 | -3 | -12 | 3.8 | 6 | 0.9 | -0.5
29 | COc1ccc(OC)c(C2=NOC(C(=O)N3CCC4(CC3)OCCO4)C2)c1 (configuration not stated) | -0.8 | . | -4 | 2 | -3 | 0.0 | 21 | 0.4 | -0.1
30 | O=C(Nc1ccc2c(c1)OCO2)c1cccc(Cl)c1 | 0.3 | -0.3 | -2 | -1 | -3 | -4.4 | 3 | 3.5 | 1.6
31 | CN(/N=C/c1cc(Br)cc(Br)c1O)c1cccc(C(F)(F)F)n1 | -2.2 | 3.0 | ? | -1 | -18 | 0.6 | 9 | -0.1 | 0.3
32 | O=C(NCc1ccc2c(c1)OCO2)C12CN(Cc3ccccc3)CC1C(c1cccc([N+](=O)[O-])c1)=NO2 (configuration not stated) | 0.5 | 0.7 | 2 | 3 | -5 | -4.1 | -5 | 3.1 | -0.3
33 | CCCC(C(=O)NCc1ccco1)N(C(=O)CNS(=O)(=O)c1ccccc1)C1CCCC1 (configuration not stated) | -0.7 | -0.1 | -18 | 0 | 0 | 1.5 | 2 | 2.2 | -0.9
34 | COc1cccc(C2/C(=C(\O)c3ccc(OC)c(OC)c3)C(=O)C(=O)N2c2cc(C)on2)c1 (configuration not stated) | -0.3 | 0.9 | -10 | -1 | -2 | -3.3 | 9 | 2.2 | 0.0
35 | COC(=O)C1=C(c2cccc(OC)c2OC)C[C@@H]2CC[C@H]1N2C(=O)NC(C)C | 0.5 | -0.5 | -2 | 0 | -5 | 0.6 | -9 | -1.3 | 0.2
36 | COc1cc(NS(=O)(=O)c2ccc(N/C=C\C(=O)c3ccc(F)cc3)cc2)nc(OC)n1 | -0.9 | 4.3 | -10 | 8 | -5 | 0.0 | 28 | -4.9 | 0.0
37 | COC(=O)/C=C1\S/C(=N/N=C/c2ccccc2)NC1=O | -0.1 | 0.0 | 2 | -3 | 1 | -2.7 | 46* | . | -0.7
38 | C#CCOCCOCCOCCNc1nc(N2CCN(C(=O)[C@H](C(C)C)n3cc(CCO)nn3)CC2)nc(N2CCN(C(=O)[C@H](C(C)C)n3cc(CCO)nn3)CC2)n1 | -0.5 | -0.5 | -12 | 0 | -2 | -2.0 | -1 | 3.5 | -2.3
39 | Cc1cc(-c2ccccc2)[nH]c(=O)c1C#N | 0.2 | . | 0 | 69* | -4 | -3.7 | 27 | 0.2 | -0.3
40 | Cc1ccc2c(CN3CCN(c4ccccc4)CC3)cc(=O)oc2c1 | 0.4 | 1.0 | 2 | -2 | -8 | -1.1 | . | . | .
41 | CCN(CC)CCn1c(=N)n(CC(=O)c2ccc(C)cc2)c2ccccc21 | -2.6 | 0.3 | -8 | 1 | -18 | -1.7 | 9 | 0.5 | 0.1
42 | CCCCC(=O)N(C)c1c(C)nc2ccc(C(=O)N3CCN(c4ccccc4)CC3)cn12 | -0.3 | 0.2 | -3 | 5 | -2 | 0.4 | 7 | . | .
43 | CCCCN(C)C(=O)CNC(=O)c1nn(-c2ccc(OC)cc2OC)c(=O)c2ccccc12 | 2.1 | 1.2 | 21 | 6 | 5 | -1.0 | 15 | -1.9 | 6.0
44 | CCN1/C(=C2\SC(=S)N(Cc3ccccc3)C2=O)Sc2ccccc21 | 4.3 | . | 6 | 0 | 1 | 0.1 | 9 | -2.2 | -0.8
45 | CCOC(=O)C1CCN(c2c(NCCN(CC)c3ccccc3)c(=O)c2=O)CC1 | 0.5 | 1.2 | -3 | 3 | 0 | -0.7 | 4 | -1.0 | -0.3
46 | Cn1c(SCC(=O)N2CCCC2)nc2ccccc2c1=O | 0.6 | 2.2 | 9 | -2 | 1 | -3.7 | 7 | -0.7 | 2.0
47 | COc1ccc(CCNC(=O)c2cc3c(=O)n4ccccc4nc3n(CC3CCCO3)c2=N)cc1OC (configuration not stated) | -0.1 | 1.1 | 2 | 3 | -1 | -2.9 | 3 | -1.8 | 0.8

Complete entries as entered above. Screens in order: BoNT A protease	BioA inh	BoNT-F LC inh	Mtb FBA inh	Anthrax LF inh2	FadD28 FP inh	GDH-TPI counter	UGM FP inh	PfHsp40 rescue
Record of `CCN1/C(=C2\SC(=S)N(Cc3ccccc3)C2=O)Sc2ccccc21` : 4.3	.	6	0	1	0.1	9	-2.2	-0.8
Record of `CCN(CC)CCn1c(=N)n(CC(=O)c2ccc(C)cc2)c2ccccc21` : -2.6	0.3	-8	1	-18	-1.7	9	0.5	0.1
Record of `COCCN(C(=O)COC(=O)CCc1ccc(OC)cc1)c1c(N)n(Cc2ccccc2)c(=O)[nH]c1=O` : -0.4	.	4	1	-2	1.9	1	2.1	-0.5
Record of `O=C(NCc1ccc2c(c1)OCO2)C12CN(Cc3ccccc3)CC1C(c1cccc([N+](=O)[O-])c1)=NO2` (configuration not stated) : 0.5	0.7	2	3	-5	-4.1	-5	3.1	-0.3
Record of `Cn1c(SCC(=O)N2CCCC2)nc2ccccc2c1=O` : 0.6	2.2	9	-2	1	-3.7	7	-0.7	2.0
